NR1D1 modulator = modulates human Rev-erb alpha binding to DNA; activity, % at 10 µM; 370,000 compounds, 0.79% hits; Rev-erbα–FITC-DNA binding, fluorescence polarization, 90 min;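 active = activity above about 14%, limit read from the data; passing the limit was not always enough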;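 also: 0% = DMSO wells with 35 nM protein and 100% = DMSO wells with 750 nM protein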
Target sequence (P20393 whole entry, looked up): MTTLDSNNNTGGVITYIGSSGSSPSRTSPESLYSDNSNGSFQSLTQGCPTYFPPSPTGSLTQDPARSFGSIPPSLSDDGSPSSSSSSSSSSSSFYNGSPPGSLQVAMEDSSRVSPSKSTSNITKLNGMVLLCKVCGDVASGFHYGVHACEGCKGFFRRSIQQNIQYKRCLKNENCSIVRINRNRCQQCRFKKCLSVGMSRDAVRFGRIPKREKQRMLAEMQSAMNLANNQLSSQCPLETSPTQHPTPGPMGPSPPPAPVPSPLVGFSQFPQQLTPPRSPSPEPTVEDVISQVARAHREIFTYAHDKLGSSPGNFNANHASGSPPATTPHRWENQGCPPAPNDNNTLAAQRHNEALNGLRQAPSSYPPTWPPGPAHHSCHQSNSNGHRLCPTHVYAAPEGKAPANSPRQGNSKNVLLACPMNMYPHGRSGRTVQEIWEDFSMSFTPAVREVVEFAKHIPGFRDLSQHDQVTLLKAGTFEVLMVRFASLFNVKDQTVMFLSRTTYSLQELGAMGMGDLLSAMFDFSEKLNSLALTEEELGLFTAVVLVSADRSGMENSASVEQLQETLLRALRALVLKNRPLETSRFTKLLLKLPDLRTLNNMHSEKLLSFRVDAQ
FXN GAA850 act = frataxin GAA850 promoter activation; 360,000 compounds, 0.56% hits; AID 540364; HEK293 lucGAA850 FXN promoter luciferase reporter, 24 h; percent of 10 µM SAHA response; activation, % at 6 µM;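 active = activation above the average of all compounds screened plus 3 SD, cutoff fixed separately per campaign, cut at about 7.5% in these data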;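 also: 0% = DMSO wells and 100% = 10 µM SAHA wells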
sPLA2-III inh = Inhibits HGIII-sPLA2 liposome hydrolysis, primary screen. QFRET BODIPY PC-A2 liposome hydrolysis, fluorescence. inhibition, % at 12.2 µM. 370,000 compounds, 0.56% hits. AID 743126. Q9NZ20;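 active = inhibition above mean plus 3 SD of compounds lying within the high and low control bounds, cut at about 19% in these data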;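 also: 0% = median of test compound wells and 100% = no enzyme DMSO wells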
DAX1 inh-1 = inhibitors of human orphan nuclear receptor DAX1 (NR0B1) | inhibition, % at 6.75 µM | 340,000 compounds, 0.99% hits | HEK293 Gal4-DAX1 luciferase reporter, luminescence | AID 504766 | P51843;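 active = inhibition above the mean over all tested compounds plus 3 SD, cut at about 4.2% in these data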;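 also: 0% = DAX1-transfected cells with DMSO and 100% = empty-vector control cells with DMSO; inhibition shows as a rise in luminescence from relieved DAX1 repression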
Target sequence (P51843 207-470 limits assumed): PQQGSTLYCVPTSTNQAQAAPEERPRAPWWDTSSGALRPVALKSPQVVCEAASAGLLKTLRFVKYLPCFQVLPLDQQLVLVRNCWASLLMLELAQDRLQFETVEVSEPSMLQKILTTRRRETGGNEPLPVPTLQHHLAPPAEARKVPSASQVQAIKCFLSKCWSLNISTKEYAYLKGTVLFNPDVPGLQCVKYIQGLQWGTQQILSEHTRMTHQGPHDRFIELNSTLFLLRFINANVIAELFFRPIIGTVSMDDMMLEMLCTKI
SMARCA2 activ = activators of SMARCA2 function; AID 652017; MG213 cells, MMTV-luciferase reporter, dexamethasone, overnight; activation, % at 9.1 µM; 370,000 compounds, 1% hits; in the data active = activation above about 7.8%;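 also: 0% = vehicle wells and 100% = reference activator wells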
hcDAF12 agonist = activates DAF-12 receptor from parasite H. contortus; HEK293 hcDAF-12 lit1-tk-luc reporter, luminescence; 0% DMSO, 100% Δ7-dafachronic acid; activation, % at 6.8 µM; 370,000 compounds, 1.4% hits;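 active = activation above the mean of all tested compounds plus 3 SD, cut at about 5.5% in these data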;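 also: 100% = response to 3 µM Δ7-dafachronic acid high control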
ssDAF-12 act = activates DAF-12 receptor from parasite S. stercoralis | 370,000 compounds, 1% hits | HEK293 ssDAF-12/GRIP1 lit1-tk-luc reporter, luminescence; % of 3 µM dafachronic acid response | activation, % at 6.8 µM;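 active = activation above the mean over all tested compounds plus 3 SD, cut at about 0.9% in these data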;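 also: 0% = DMSO-only wells and 100% = 3 µM delta7-dafachronic acid wells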
DAX1 inh-2 = DAX1 (NR0B1) inhibition, primary screen. HEK293T StAR-luciferase reporter, SF-1/DAX-1 repression relief. inhibition, % at 6.8 µM. 370,000 compounds, 1.1% hits. AID 652010;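 active = inhibition above the mean over all tested compounds plus 3 SD, cut at about 3.6% in these data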;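 also: 0% = DAX-1 cells with DMSO and 100% = cells lacking DAX-1 with DMSO; higher inhibition means more luminescence from relief of DAX-1 repression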
PG9 Ab binder = small molecules binding HIV-1 gp120 antibody PG9 | TR-FRET gp120-PG9 antibody binding | inhibition, % at 6.7 µM | 360,000 compounds, 0.43% hits; in the data active = inhibition above about 8.5%
PLC-beta3 inh = PLC-beta3 (human) inhibition, primary screen; Q01970; Purified PLC-beta3, fluorogenic substrate, fluorescence; inhibition, % at 12.2 µM; 370,000 compounds, 0.18% hits; AID 720704; in the data active = inhibition above about 11%;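 also: 0% = median of compound wells on plate and 100% = full blocker control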
hgDAF12 agonist = activates the H. glycines DAF-12 receptor ligand-binding domain; HEK293 GAL4-hgDAF12 UAS-luciferase reporter, agonist luminescence; normalized to butyrate control; activation, % at 6.8 µM; 370,000 compounds, 1.8% hits; AID 687014;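 active = activation above a cutoff set at the mean of all screened compounds plus 3 SD, cut at about 10% in these data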;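 also: 0% = DMSO wells and 100% = sodium butyrate wells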
The depositor's hits bear a star.

What do the screens show for `O=C(Nc1cc(Cl)ccc1C(=O)O)c1ccc(CN2C(=O)c3ccccc3C2=O)cc1`?
NR1D1 modulator: -2; FXN GAA850 act: -0.1; sPLA2-III inh: -15; DAX1 inh-1: 1.0; SMARCA2 activ: -2; hcDAF12 agonist: 0.2; ssDAF-12 act: 0.0; DAX1 inh-2: -0.2; PG9 Ab binder: -1.2; PLC-beta3 inh: -10; hgDAF12 agonist: -2.7

How did O=C(O)C1(c2ccccc2)CCN(S(=O)(=O)c2ccc(Br)cc2)CC1 do in these assays?
NR1D1 modulator: 2; FXN GAA850 act: 0.1; sPLA2-III inh: -5; DAX1 inh-1: -1.8; SMARCA2 activ: 1; hcDAF12 agonist: -0.1; ssDAF-12 act: -0.7; DAX1 inh-2: -0.9; PG9 Ab binder: -0.8; PLC-beta3 inh: -5; hgDAF12 agonist: -3.1

Results for C/C(N)=C(/C#N)C(=O)COC(=O)CC1CCCC1 ?
NR1D1 modulator: 5; FXN GAA850 act: 3.4; sPLA2-III inh: 4; DAX1 inh-1: -0.7; SMARCA2 activ: -1; hcDAF12 agonist: 0.4; ssDAF-12 act: -1.4; DAX1 inh-2: 0.4; PG9 Ab binder: 0.3; PLC-beta3 inh: 2; hgDAF12 agonist: 1.1

Results for O=C(COC(=O)c1ccco1)Nc1nnc(-c2ccccc2)o1 ?
NR1D1 modulator: -5; FXN GAA850 act: -0.9; sPLA2-III inh: 15; DAX1 inh-1: -0.1; SMARCA2 activ: -1; hcDAF12 agonist: 0.0; ssDAF-12 act: -0.7; DAX1 inh-2: -0.4; PG9 Ab binder: 1.2; PLC-beta3 inh: -9; hgDAF12 agonist: 1.2

Results for O=C(O)C(=O)/C(=C\c1ccc(Cl)cc1)c1ccc2ccccc2n1 ?
NR1D1 modulator: 0; FXN GAA850 act: 1.6; sPLA2-III inh: -15; DAX1 inh-1: 2.3; SMARCA2 activ: 3; hcDAF12 agonist: 14*; ssDAF-12 act: 2.5*; DAX1 inh-2: 7.8*; PG9 Ab binder: 0.8; PLC-beta3 inh: -41; hgDAF12 agonist: 14*

Results for O=C(CCN1CCN(CCO)CC1)Nc1ccc(F)c(F)c1 ?
NR1D1 modulator: -5; FXN GAA850 act: -2.6; sPLA2-III inh: 3; DAX1 inh-1: -0.4; SMARCA2 activ: -2; hcDAF12 agonist: -0.2; ssDAF-12 act: -1.2; DAX1 inh-2: -0.6; PG9 Ab binder: -0.8; PLC-beta3 inh: 2; hgDAF12 agonist: -0.5

What do the screens show for `Cc1nn(CCC(N)=S)c2nc(-c3cccs3)cc(C(F)(F)F)c12`?
NR1D1 modulator: -4; FXN GAA850 act: 2.9; sPLA2-III inh: -12; DAX1 inh-1: -0.2; SMARCA2 activ: 3; hcDAF12 agonist: -1.1; ssDAF-12 act: -1.7; DAX1 inh-2: -1.2; PG9 Ab binder: -1.6; PLC-beta3 inh: -30; hgDAF12 agonist: 2.3

How did Cc1c(CCOC(=O)c2cc([N+](=O)[O-])cc([N+](=O)[O-])c2)sc[n+]1CCCCS(=O)(=O)[O-] do in these assays?
NR1D1 modulator: -1; FXN GAA850 act: -0.9; sPLA2-III inh: 10; DAX1 inh-1: 0.1; SMARCA2 activ: -3; hcDAF12 agonist: -0.2; ssDAF-12 act: -1.2; DAX1 inh-2: 0.7; PG9 Ab binder: 1.4; PLC-beta3 inh: -6; hgDAF12 agonist: 0.5

What do the screens show for `O=C(NC1CCCC1)C(c1ccc(Cl)cc1)N1CCOCC1` (stereo unspecified)?
NR1D1 modulator: -3; FXN GAA850 act: 0.1; sPLA2-III inh: 2; DAX1 inh-1: 2.6; SMARCA2 activ: 1; hcDAF12 agonist: -1.8; ssDAF-12 act: -1.0; DAX1 inh-2: 0.6; PG9 Ab binder: 1.5; PLC-beta3 inh: 1; hgDAF12 agonist: -0.4

How did O=C1CCCCN1CCCC(=O)N1CCCC(Nc2ccc(F)cc2)C1 (stereo unspecified) do in these assays?
NR1D1 modulator: -1; FXN GAA850 act: 0.2; sPLA2-III inh: -2; DAX1 inh-1: 0.2; SMARCA2 activ: 1; hcDAF12 agonist: -0.4; ssDAF-12 act: -1.4; DAX1 inh-2: -0.3; PG9 Ab binder: 1.6; PLC-beta3 inh: 2; hgDAF12 agonist: -0.6

Results for Cc1ccc(/C=C/C(=O)Nc2sc3c(c2C#N)CCCC3)o1 ?
NR1D1 modulator: 2; FXN GAA850 act: 0.0; sPLA2-III inh: 0; DAX1 inh-1: -2.0; SMARCA2 activ: 2; hcDAF12 agonist: -1.7; ssDAF-12 act: -1.5; DAX1 inh-2: 0.4; PG9 Ab binder: 0.2; PLC-beta3 inh: -14; hgDAF12 agonist: 0.2

Results for Cc1ccccc1/C=C1\CCCc2ccccc2C1=O ?
NR1D1 modulator: 3; FXN GAA850 act: 2.1; sPLA2-III inh: 3; DAX1 inh-1: 6.0*; SMARCA2 activ: 4; hcDAF12 agonist: 4.4; ssDAF-12 act: 0.7; DAX1 inh-2: 2.7; PG9 Ab binder: -2.6; PLC-beta3 inh: -1; hgDAF12 agonist: 10

How did CCOc1cc(NC(=S)NCc2ccccc2)c(OCC)cc1NC(=O)C(C)C do in these assays?
NR1D1 modulator: 2; FXN GAA850 act: -2.0; sPLA2-III inh: 20*; DAX1 inh-1: 1.5; SMARCA2 activ: -4; hcDAF12 agonist: -0.9; ssDAF-12 act: -1.5; DAX1 inh-2: 0.6; PG9 Ab binder: -1.1; PLC-beta3 inh: -4; hgDAF12 agonist: -2.8

How did COc1cccc(NC(=O)N2CCc3nc(Nc4cc(Cl)cc(Cl)c4)ncc3C2)c1 do in these assays?
NR1D1 modulator: 6; FXN GAA850 act: -1.1; sPLA2-III inh: -21; SMARCA2 activ: -3; hcDAF12 agonist: -1.4; ssDAF-12 act: -1.4; DAX1 inh-2: -0.9; PG9 Ab binder: 0.8; PLC-beta3 inh: -13; hgDAF12 agonist: -0.9

How did O=C(NCc1nnc(SCC(=O)N2CCCC2)o1)c1ccc(F)cc1 do in these assays?
NR1D1 modulator: -9; FXN GAA850 act: 0.4; sPLA2-III inh: 0; DAX1 inh-1: -0.1; SMARCA2 activ: -1; hcDAF12 agonist: -0.8; ssDAF-12 act: -0.9; DAX1 inh-2: 1.7; PG9 Ab binder: -1.7; PLC-beta3 inh: -6; hgDAF12 agonist: -0.9

How did CCOC(=O)N1CCC(NC(=O)c2ccc3c(c2)ncn3C2CCCC2)CC1 do in these assays?
NR1D1 modulator: 3; FXN GAA850 act: 2.2; sPLA2-III inh: -5; DAX1 inh-1: 0.2; SMARCA2 activ: 6; hcDAF12 agonist: 0.2; ssDAF-12 act: -0.9; DAX1 inh-2: -0.7; PG9 Ab binder: -0.8; PLC-beta3 inh: 4; hgDAF12 agonist: 1.0

What do the screens show for `CCN(C(=O)COC(=O)c1ccc(Cl)cc1N)C1CCCCC1`?
NR1D1 modulator: -7; FXN GAA850 act: 1.3; sPLA2-III inh: 4; DAX1 inh-1: 0.2; SMARCA2 activ: -1; hcDAF12 agonist: -0.7; ssDAF-12 act: -1.3; DAX1 inh-2: -0.4; PG9 Ab binder: 2.2; PLC-beta3 inh: -79; hgDAF12 agonist: -1.0

Results for O=C(CCN1C(=O)C2C3C=CC(C3)C2C1=O)Nc1ccccc1 (stereo unspecified) ?
NR1D1 modulator: 0; FXN GAA850 act: 0.6; sPLA2-III inh: -3; DAX1 inh-1: 1.2; SMARCA2 activ: 1; hcDAF12 agonist: 3.8; ssDAF-12 act: -2.0; DAX1 inh-2: -0.1; PG9 Ab binder: -1.6; PLC-beta3 inh: 2; hgDAF12 agonist: 0.1

What do the screens show for `Cc1ccc(C(=O)C2=C(O)C(=O)N(Cc3ccco3)C2c2cccc(Cl)c2)o1` (stereo unspecified)?
NR1D1 modulator: 11; FXN GAA850 act: 1.2; sPLA2-III inh: -9; DAX1 inh-1: 0.5; SMARCA2 activ: 0; hcDAF12 agonist: 3.2; ssDAF-12 act: -0.8; DAX1 inh-2: 0.7; PG9 Ab binder: 2.0; PLC-beta3 inh: -21; hgDAF12 agonist: 0.3

What do the screens show for `O=C(CNCc1cccs1)Nc1ccc(OC(F)(F)F)cc1`?
NR1D1 modulator: -9; FXN GAA850 act: -0.1; sPLA2-III inh: 1; DAX1 inh-1: 1.7; SMARCA2 activ: 3; hcDAF12 agonist: -1.1; ssDAF-12 act: -0.6; DAX1 inh-2: 0.4; PG9 Ab binder: -0.3; PLC-beta3 inh: -1; hgDAF12 agonist: 5.6

What do the screens show for `CC(=O)c1nn(-c2cccc(C(F)(F)F)c2)c(=O)[nH]c1=O`?
NR1D1 modulator: -4; FXN GAA850 act: -0.8; sPLA2-III inh: -2; DAX1 inh-1: 1.1; SMARCA2 activ: -2; hcDAF12 agonist: -2.9; ssDAF-12 act: -1.5; DAX1 inh-2: -0.3; PG9 Ab binder: 0.1; PLC-beta3 inh: -6; hgDAF12 agonist: 0.9

What do the screens show for `CCOC(=O)N1C(=O)C[C@](Sc2ccc(OC)cc2)(C(=O)N2CCN(c3ncccn3)CC2)[C@H]1c1ccc(OC)cc1`?
NR1D1 modulator: 1; sPLA2-III inh: -3; SMARCA2 activ: -3; hcDAF12 agonist: -1.5; ssDAF-12 act: -0.4; DAX1 inh-2: -2.2; PLC-beta3 inh: -2; hgDAF12 agonist: -1.0

What do the screens show for `CN1CCN(C(=O)c2ccccc2NC(=O)c2sc3ccccc3c2Cl)CC1`?
NR1D1 modulator: 1; FXN GAA850 act: 1.9; sPLA2-III inh: -5; DAX1 inh-1: 1.5; SMARCA2 activ: 3; hcDAF12 agonist: -0.2; ssDAF-12 act: -0.9; DAX1 inh-2: -0.2; PG9 Ab binder: -1.0; PLC-beta3 inh: -1; hgDAF12 agonist: -0.7

Results for COc1ccc(Br)cc1C(=O)Nc1cc(C)cc(C)c1 ?
NR1D1 modulator: -1; FXN GAA850 act: -0.5; sPLA2-III inh: -2; DAX1 inh-1: 0.6; SMARCA2 activ: -1; hcDAF12 agonist: 1.5; ssDAF-12 act: -0.5; DAX1 inh-2: -0.5; PG9 Ab binder: -1.3; PLC-beta3 inh: 2; hgDAF12 agonist: 0.9

What do the screens show for `O=C1CC(N2CCC(c3nc4ccccc4o3)CC2)C(=O)N1` (stereo unspecified)?
NR1D1 modulator: 0; FXN GAA850 act: 1.9; sPLA2-III inh: 0; DAX1 inh-1: -0.7; SMARCA2 activ: -2; hcDAF12 agonist: 0.6; ssDAF-12 act: -0.9; DAX1 inh-2: -0.4; PG9 Ab binder: -0.5; PLC-beta3 inh: -5; hgDAF12 agonist: 0.3

Outcome played no part in choosing rows. About 7% of those tested had a hit in this group.
